Assay outcomes: PubChem BioAssay, The Scripps Research Institute Molecular Screening Center
TEAD-YAP block – TEAD-YAP interaction inhibition, primary screen, TEAD-YAP interaction inhibitor project, luminescence, HEK-TIYL cells; TEAD-Gal4/YAP UAS-luciferase luminescence; inhibition, % at 9.12 µM; 1.4% of 640,000 active; AID 1259422, 2018; in the data active means inhibition above about 32%;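 further: 0% = median of test compound wells and 100% = reference inhibitor wells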
MITF primary – MITF inhibitors, primary screen, biochemical, AlphaScreen, human; AlphaScreen MITF homodimerization, bead proximity signal; inhibition, % at 2.6 µM; 0.91% of 650,000 active; in the data active means inhibition above about 50%;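 further: 0% = vehicle wells with protein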
GPR151 activ – activators of human GPR151, primary screen, cell-based, PathHunter beta-arrestin, luminescence; 1% of 650,000 active; G-protein coupled receptor 151 (Homo sapiens), Q8TDV0; PathHunter beta-arrestin GPR151 cells; activation, % at 11.2 µM; in the data active means activation above about 4.9%;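 further: 0% = median of compound wells and 100% = cells with positive control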
FBW7 act – FBW7 E3 ligase activators, primary screen, biochemical, AlphaScreen, human; normalized activity (activation), % at 26.1 µM; F-box/WD repeat-containing protein 7 (Homo sapiens), Q969H0; AID 1259310, 2017; AlphaScreen FBW7–phospho-cyclin E peptide binding, activator screen; 0.13% of 650,000 active; in the data active means normalized activity above about 1.9%;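 further: purified mutant Fbw7 with reduced substrate affinity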
Target sequence (Q969H0 whole entry, looked up): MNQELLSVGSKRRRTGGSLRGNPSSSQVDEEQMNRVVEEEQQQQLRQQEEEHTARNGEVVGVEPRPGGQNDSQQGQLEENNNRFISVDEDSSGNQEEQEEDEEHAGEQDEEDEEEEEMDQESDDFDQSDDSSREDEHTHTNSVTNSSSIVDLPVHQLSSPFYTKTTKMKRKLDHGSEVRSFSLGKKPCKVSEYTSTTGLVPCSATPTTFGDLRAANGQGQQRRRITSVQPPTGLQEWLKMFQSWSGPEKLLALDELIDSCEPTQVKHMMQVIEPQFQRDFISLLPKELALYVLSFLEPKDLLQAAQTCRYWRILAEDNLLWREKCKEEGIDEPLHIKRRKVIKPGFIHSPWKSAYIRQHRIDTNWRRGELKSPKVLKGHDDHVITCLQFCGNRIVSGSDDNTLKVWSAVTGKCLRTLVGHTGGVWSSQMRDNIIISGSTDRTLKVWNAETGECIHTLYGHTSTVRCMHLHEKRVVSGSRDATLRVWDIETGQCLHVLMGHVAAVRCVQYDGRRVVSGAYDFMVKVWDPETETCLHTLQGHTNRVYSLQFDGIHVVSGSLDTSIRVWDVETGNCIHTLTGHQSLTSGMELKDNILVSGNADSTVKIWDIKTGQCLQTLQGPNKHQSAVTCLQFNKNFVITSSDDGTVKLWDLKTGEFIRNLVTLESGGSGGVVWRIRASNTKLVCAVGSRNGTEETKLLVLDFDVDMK
* hit, by the source's call.

structure,MITF primary,GPR151 activ,FBW7 act,TEAD-YAP block
CC(C)(C)c1cc(Cl)ccc1OCCN1CCNCC1,58.7*,1.3,0.0,-6.0
O=C1C2C3CCC(C3)C2C(=O)N1c1ccccc1F (stereo not given),37.5,1.1,-0.1,3.1
CN(CC(=O)O)C(=O)NC12CC3CC(C1)CC(c1ccccc1)(C3)C2,13.0,-1.2,0.7,-0.6
Cc1cc(=O)oc2cc(OC(=O)c3ccco3)c(Cl)cc12,9.0,-1.5,0.1,0.7
Cc1ccc2cc(C#N)c(NCCNC(=S)NCCCN3CCOCC3)nc2c1,-1.4,0.4,-0.1,-2.6
O=C(Cn1cc(C(=O)c2ccccc2)c(=O)c2ccccc21)Nc1ccc2c(c1)OCCO2,-4.8,6.6*,-0.5,7.5
CCOC(=O)C1=C(CSc2nc(C)c(C)c(C)c2C#N)OC(N)=C(C#N)C1c1ccc(OCc2ccccc2)cc1 (stereo not given),1.6,-1.1,0.1,-8.1
CC(C)(C)c1ccc(C(=O)Nc2ccc(Cl)c(-c3nc4cc(Cl)ccc4o3)c2)cc1,-1.7,0.1,-0.1,-3.6
COc1cc(CN2CCN(Cc3cccs3)C(CCO)C2)cc2c1OCO2 (stereo not given),-0.6,-0.8,-0.1,1.1
Cc1ccc(-c2csc(NC(=S)NC(=O)c3ccc(S(=O)(=O)N4CCCC4)cc3)n2)cc1,-2.1,0.2,-0.1,18.1
COc1ccc(Cn2c(O)c(C=NCCc3ccccc3)c3ccccc3c2=O)cc1,1.6,0.6,-0.2,3.5
COc1ccc(-c2cnc(N3CCOCC3)nc2)cc1,-1.1,-7.1,0.2,-4.1
CCC1=NN2C(=N)/C(=C/c3ccc(OCCOc4cc(C)cc(CC)c4)cc3)C(=O)N=C2S1,2.4,0.1,-0.1,7.5
CC1CCCCN1c1nc2c(c(=O)[nH]1)CCN(C(=O)c1ccco1)C2 (stereo not given),13.6,1.1,0.2,0.4
CS(=O)(=O)N1CCC(C(=O)N(Cc2cccnc2)c2nc3c(F)cccc3s2)CC1,-2.3,2.7,-0.1,-4.6
CCOc1ccc(C(=O)N2C(C)CCCC2C)cc1OCC (stereo not given),0.7,-0.2,0.0,-2.5
O=C1c2ccc(-c3nc4ccccc4c(=O)o3)cc2C(=O)N1Cc1ccc(Cl)cc1,-8.3,0.4,0.8,10.4
COc1cccc(N2C(=O)NC3CC2(C)Oc2ccccc23)c1 (stereo not given),-4.0,1.9,-0.1,-0.6
Cc1cc(C)c2sc(NC(=O)C3CCCC3)nc2n1,13.8,-0.6,0.1,-2.7
O=C(NCC1CCN(Cc2cccs2)CC1)c1ccc(F)c(F)c1,-4.2,0.4,-0.2,-2.9
Cc1ccc(Cn2ccc(NC(=O)Cn3nc([N+](=O)[O-])c(Cl)c3C)n2)cc1,-11.3,0.0,-0.3,-6.7
O=C(Nc1cccc(C(F)(F)F)c1)c1cnn2c(C(F)(F)F)cc(-c3ccc(Br)cc3)nc12,3.6,1.7,-0.2,-5.1
CC1=C(c2ccc(C)cc2)S(=O)(=O)NC1=NCc1ccccn1,13.1,-1.0,-0.1,2.9
CC(C)(C)NC(=O)CCCN1C(=O)c2ccccc2C1=O,15.3,1.0,0.6,7.6
CC(=O)N1N=C(c2cccc3ccccc23)OC1c1cccc(OCc2cccc3ccccc23)c1 (stereo not given),6.3,1.7,0.1,-8.8
O=C(CSC1CC(=O)N(c2ccc(Cl)cc2Cl)C1=O)Nc1ccc(Cl)cc1 (stereo not given),-2.8,-1.7,-0.1,-4.6
O=C1NCCCC1C(=O)N/N=C/c1ccc(Br)cc1 (stereo not given),8.8,0.3,-0.1,-11.4
CCOC(=O)C1=C(C)N(c2ccccc2)C(=O)/C1=C\c1ccc(OC)cc1,-2.5,0.0,-0.2,-2.0
CN1CCN(Cc2cccc(O)c2)CC1CCO (stereo not given),1.6,1.1,-0.1,3.5
COc1cccc(-c2nc3sc4c(c3c(=O)n2CC(=O)Nc2cccc(C(F)(F)F)c2)CCCC4)c1,16.5,1.5,0.2,4.9
O=C(Nc1ccc(Cl)cc1)NC1CCCC1,7.4,-1.0,0.9,-68.7
O=[N+]([O-])c1cc(S(=O)(=O)N2CCOCC2)ccc1N/N=C/c1ccc[nH]1,-0.7,-0.4,-0.4,-9.7
CCOC(=O)c1cnc2c(Cl)cccc2c1Nc1cccc(C(F)(F)F)c1,-6.8,-0.4,-0.3,-1.7
Cc1ccc(N=Cc2c(Nc3ccccc3)nc3c(C)cccn3c2=O)cc1,6.3,-0.2,0.2,-1.1
CCCCn1c(SCC(=O)N(CC)c2cccc(C)c2)nc2ccsc2c1=O,-10.6,-1.0,0.0,8.5
COc1ccc(NC(=O)CSc2nc3ccccc3c(=O)n2CCCC(=O)NCC2CCCO2)c(OC)c1 (stereo not given),-3.7,-1.4,0.5,-2.8
CC(O)CNCCCOc1cccc(Oc2ccccc2)c1 (stereo not given),33.0,-0.6,-0.1,-10.6
CCn1c(SCC(=O)NN2C(=O)NC3(CCCCC3)C2=O)nnc1-c1cccs1,0.2,1.7,0.2,1.4
O=C(CNC(=O)c1ccccc1Br)N/N=C/c1ccc(O)cc1,13.9,-1.9,0.4,8.2
C[C@@H]1C[C@@H](CC(=O)NCC2Cc3cccc(-c4ccncc4)c3O2)NC(=S)N1 (stereo not given in full),-3.4,0.1,0.1,12.1

The list goes on; the last three above are carried over.
structure,MITF primary,GPR151 activ,FBW7 act,TEAD-YAP block
CCn1c(SCC(=O)NN2C(=O)NC3(CCCCC3)C2=O)nnc1-c1cccs1,0.2,1.7,0.2,1.4
O=C(CNC(=O)c1ccccc1Br)N/N=C/c1ccc(O)cc1,13.9,-1.9,0.4,8.2
C[C@@H]1C[C@@H](CC(=O)NCC2Cc3cccc(-c4ccncc4)c3O2)NC(=S)N1 (stereo not given in full),-3.4,0.1,0.1,12.1
O=Cc1ccccc1-c1ccc(NCCN2CCOCC2)nc1,11.4,0.3,-0.4,-15.2
N#CCSc1nc2c(sc3ccc([N+](=O)[O-])cc32)c(=O)n1Cc1ccccc1,3.0,0.1,0.4,-0.6
CCOC(=O)c1c(NC(=O)c2ccc(Br)cc2)sc2c1CCCCC2,17.8,-1.0,1.0,7.5
NS(=O)(=O)c1ccc(NC(=O)COC(=O)/C=C/c2ccc([N+](=O)[O-])cc2)cc1,10.6,2.3,0.0,-1.0
CN1C(C)(C)CC(NC(=O)c2ccncc2)CC1(C)C,-9.1,1.8,0.5,-6.7
O=C(Nc1nc2ccccc2n1CCOc1ccc(Br)cc1)c1cccs1,-9.6,-1.2,-0.1,-6.1
O=C(CCCCCCN1C(=O)c2ccccc2C1=O)N1CCN(CCO)CC1,-6.7,-1.4,-0.1,4.2
CNCCCOc1cccc(OC(C)C)c1,15.7,0.2,-0.3,5.6
N#C/C(=C\c1ccc(OCc2ccc(Cl)cc2Cl)cc1)c1nc2ccccc2[nH]1,-8.6,0.3,0.0,-12.9
Cc1ccc(C)c(Cn2c(NCCNC(=O)C(C)C)nc3c2c(=O)n(C)c(=O)n3C)c1,18.0,0.6,0.2,8.6
Cc1cc2c(c(=O)o1)C(c1ccccc1OCc1ccccc1Cl)C(C#N)=C(N)O2 (stereo not given),1.3,-0.2,0.1,-11.2
CC(=O)c1cc2c(cc1NC(=O)Cn1nnc(-c3ccc(C)cc3)n1)OCO2,9.1,0.3,0.0,7.3
CCCN1C(=O)c2ccc(C(=O)Nc3ccccc3I)cc2C1=O,6.7,-1.6,0.0,7.2
O=C(NCCN1CCOCC1)C(=O)NCC1OCCCN1S(=O)(=O)c1ccccc1 (stereo not given),4.0,0.0,0.3,7.4
O=C(CN1Cc2ccccc2OC(c2ccsc2)C1)NC(c1cccnc1)C(F)(F)F (stereo not given),-0.9,-0.2,0.2,2.8
Cc1cc(C=Nc2cccc3nsnc23)c(O)c([N+](=O)[O-])c1,-2.8,0.0,0.1,10.8
O=C(NNS(=O)(=O)c1ccccc1)Nc1ccc(F)cc1,-13.1,-0.5,1.1,-9.4
Cc1oc(-c2cccc(Cl)c2)nc1CS(=O)(=O)CC(=O)NCCC1=CCCCC1,-1.6,0.6,-0.2,-1.8
CCCN(CCC)Cc1c(C(=O)N/N=C/c2ccccc2F)nnn1-c1nonc1N,-1.6,1.3,-0.1,-8.9
C=CCN(C)C(=O)c1c(C)nc2sccn12,9.0,0.8,0.2,-0.1
O=c1c2ccccc2n2nncc2n1Cc1ccccc1F,-7.7,0.7,0.1,-10.8
Cc1ccc(NC(=O)CCS(=O)(=O)c2cc3c(cc2Cl)NC(=O)CO3)c(Cl)c1,3.1,-0.9,0.4,10.5
CC1=C(C(=O)Nc2ccccc2)C(c2ccco2)C(C#N)=C(SCC(=O)Nc2ccc(C)cc2C)N1 (stereo not given),11.2,-1.1,-0.1,-4.1
COc1ccc(NS(=O)(=O)c2cccc3cccnc23)c(OC)c1,12.1,-0.3,0.0,13.6
CCOC(=O)C1=C(c2ccccc2)NC(=O)NC1c1cc(Cl)ccc1OC (stereo not given),0.4,-0.8,-0.2,10.7
CCN(c1ccc(Cl)cc1)S(=O)(=O)c1nnc(NC(=O)c2ccco2)s1,5.2,-0.8,-0.2,2.9
CN(c1ccc(C(=O)Nc2ccc(Br)c(Cl)c2)cc1)S(C)(=O)=O,4.0,-1.1,0.2,3.5
O=C(O)c1ccc(CNc2ccccc2C(=O)O)cc1,45.8,-2.3,0.8,-9.9
CC(C)(C)c1ccc2c(c1)N(CC(=O)NCCCN1CCc3ccccc3C1)C(=O)CO2,6.8,-3.0,-0.1,20.7
Cc1cccc2c1N(C)C(=O)/C2=C1\SC(=S)N(N)C1=O,5.2,-1.8,0.0,5.4
CC(=O)c1ccc(NC(=O)c2cc(F)c(F)cc2Cl)cc1,8.1,-0.1,0.1,-44.5
COc1ccc(-c2nc(Cn3c(=O)n(CC4CCCO4)c(=O)c4ccccc43)c(C)o2)cc1OC (stereo not given),2.3,1.4,0.3,2.4
CN(Cc1nc(-c2ccncc2)no1)S(=O)(=O)c1ccc(Cl)cc1,-0.8,0.8,-0.3,-15.6
Cc1nc2c(oc3ccc(Br)cc32)c(=O)o1,2.2,-0.6,0.0,-0.3
CC(=O)Nc1c(C(=O)c2ccc(Br)s2)oc2ccc(Br)cc12,13.5,0.2,0.8,-1.6
O=C(CCNc1cccc(Cl)c1)c1cccs1,-3.5,0.8,-0.1,-6.4
O=C1OC2(CCCCC2)OC(=O)C1=Cc1ccc(Br)o1,73.7*,-0.8,-0.4,-4.2
CN1CCN(c2cc(-c3ccc4nc([C@H](N)Cc5cccc(F)c5)[nH]c4c3)ccn2)CC1,-6.5,-0.2,-1.1,10.5
Cc1ccc2c(c1)N(CC(=O)N1CCC(Cc3ccccc3)CC1)C(=O)CO2,-2.5,-0.4,-0.2,0.9
CN(C)/C=N/c1ncc(C(=O)c2ccc(S(C)(=O)=O)cc2)s1,-1.8,-1.0,0.2,8.1
CC(=O)Oc1cccc2ccc(/C=C/c3cc4c(cc3Cl)OCO4)nc12,14.6,0.0,0.1,-23.1
Brc1ccc(C2C=C(c3ccc4c(c3)OCO4)Nc3nnnn32)cc1 (stereo not given),-13.7,0.3,0.2,-1.8
O=S(=O)(Nc1cccc(F)c1)c1cccc2nsnc12,23.7,0.1,0.2,-4.4
Cc1ccc(/C=N\NC(=O)OC(C)(C)C)o1,18.2,-2.2,0.7,-27.7
CCCCCOC(=O)C1=C(C)Nc2nnnn2C1c1ccccc1Cl (stereo not given),2.7,0.6,0.7,4.4
Cc1ccc(NC(=O)CSC2=C(C#N)C(c3ccco3)C3=C(CCCC3=O)N2)cc1 (stereo not given),-14.2,2.9,0.0,8.9
Cc1ccc(CSc2nnc3c(n2)OC(C)Nc2ccccc2-3)cc1 (stereo not given),-7.3,0.8,-0.1,0.7
COc1ccc(-c2nn(-c3ccccc3)cc2/C=C2\N=C(c3ccccc3)OC2=O)cc1OC,5.4,1.1,-0.1,1.8

Not a hit list; overall some 3.4% were active at least once.
